Source: PubChem BioAssay
Pol eta inh: blocks human DNA polymerase eta activity; recombinant Pol eta, fluorescent DNA replication assay; Potency, µM (series often up to 114 µM), for the others: at the highest dose activity change, negative = inhibition, most hits filed as inhibitors; 390,000 tested, 1.2% active; AID 588591; also: potency is read from the fitted curve at half-maximal effect; % is scaled to controls: 0 for no effect and ±100 for the full control effect
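Pol eta (10 nM) was preincubated with compounds for 15 min at room temperature, after which fluorescent replication substrate (50 nM final) was added to start the reaction. Fluorescence was read kinetically at 0 and 10 min.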
RGS4 inhibitor: human RGS4 inhibition. AID 504845. P49798. Transcreener GDP fluorescence polarization, RGS4-accelerated GTP hydrolysis. Potency, µM (series often up to 114 µM), for inactives: top-dose activity change, negative = inhibition, actives largely listed as inhibitors. 390,000 tested, 0.039% active; also: potency is read from the fitted curve at half-maximal effect; % is scaled to controls: 0 for no effect and ±100 for the full control effect; nearly all actives have a fitted effect of over 75% in size; some results filed as inactive show a strong effect at the top dose
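MLSMR compounds (23 nl, pin-transferred) preincubated 10 min at room temperature with a 500nM (2x) first reagent, then RGS4 at 900nM (2x) plus Transcreener GDP mix added; fluorescence polarization (620/688 nm) read before and after 90 min at 30 °C.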
Pol kappa inh: blocks human DNA polymerase kappa activity; 400,000 tested, 0.53% active; Potency, µM (highest dose often 107 µM), without a hit: at the highest dose activity, negative = inhibition, actives largely listed as inhibitors; purified Pol kappa, fluorescent DNA synthesis assay, 10 min; Q9UBT6; also: potency is read from the fitted curve at half-maximal effect; % is scaled to controls: 0 for no effect and ±100 for the full control effect
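Activity was followed as the change in fluorescence between reads at 0 and 10 min after starting the reaction with 50 nM substrate. Beforehand, 10 nM polymerase had been preincubated with compound for 15 min at room temperature.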
Anesthetic bind: candidate novel general anesthetic via apoferritin binding; apoferritin/1-aminoanthracene competitive binding, fluorescence; Potency, µM (doses to about 77.5 µM), for inactives: top-dose activity change, negative = displacement, most hits filed as inhibitors; 350,000 tested, 0.074% active; AID 485281; also: potency is read from the fitted curve at half-maximal effect; % is scaled to controls: 0 for no effect and ±100 for the full control effect; nearly all actives have a fitted effect of over 20% in size
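Read-out: endpoint 1-AMA fluorescence, excitation 380 nm and emission 535 nm, after compounds sit 10 min at room temperature with 10 uM horse-spleen apoferritin in 50% saturated 1-AMA/PBS. Values come from four-parameter Hill fits.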
LDHA inh: inhibitors of human lactate dehydrogenase A. purified LDHA, NADH/diaphorase-resazurin fluorescence; hits give low values. activity change, % (values are at about 110 or 230 µM). 480,000 tested, 0.15% active. AID 1347041; in the data active = activity change below about -30%; inconclusive = mostly about -25% to -30%;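 also: plate controls were DMSO wells for no effect and wells without enzyme for full effect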
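LDH5 2 nM; NADH 0.06 mM, pyruvate 0.2 mM; 200 mM Tris pH 7.4, EDTA, Tween-20; 5 min RT. Detection: diaphorase 0.133 mg/mL + resazurin 37 µM, fluorescence ex540/em590 at 0 and 20 min; normalized to enzyme-free and DMSO wells.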
APEX1 inh: APE1 (human) endonuclease inhibition. recombinant APE1, TAMRA/BHQ-2 abasic DNA cleavage fluorescence. Potency, µM (top dose mostly 65.8 µM), for the others: at the highest dose activity change, negative = inhibition, hits mostly inhibitors. P27695. 350,000 tested, 0.35% active;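 also: potency is read from the fitted curve at half-maximal effect; plate controls were vehicle for no effect and reference inhibitor for full effect; nearly all actives have a fitted effect of over 55% in size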
Target sequence (P27695 whole entry, looked up): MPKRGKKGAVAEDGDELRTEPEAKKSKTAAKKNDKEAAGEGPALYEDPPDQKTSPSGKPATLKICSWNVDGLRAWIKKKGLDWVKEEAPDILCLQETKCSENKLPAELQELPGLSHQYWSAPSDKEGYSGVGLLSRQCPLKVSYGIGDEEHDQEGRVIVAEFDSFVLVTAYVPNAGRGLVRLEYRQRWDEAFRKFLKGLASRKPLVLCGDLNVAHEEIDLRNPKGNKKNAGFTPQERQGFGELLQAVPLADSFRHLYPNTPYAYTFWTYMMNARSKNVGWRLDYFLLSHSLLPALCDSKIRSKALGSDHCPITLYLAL
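Incision of a quenched TAMRA/BHQ-2 THF abasic-site duplex (50 nM) by 0.75 nM APE1, after 15 min compound preincubation, measured as fluorescence increase over three 60 s reads. Values normalized to buffer, DMSO and NSC13755 control wells.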
ERG-DNA inh: blocks human ERG Ets domain binding to DNA | P11308 | fluorescence polarization, His-ERG Ets domain / labelled DNA | Potency, µM (highest dose often 76.9 µM), inactives show at the highest dose FP activity, negative = inhibition, hits mostly inhibitors | 370,000 tested, 0.028% active; active = well fitted inhibition curve with a large enough effect in the polarisation, with a control signal flat; inconclusive = small, poorly fitted or top-dose-only effect, or effect the other way, or a change in a side signal; inactive = no such curve, though single readings can be large or run the other way; the % refers to the polarisation;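 also: polarization taken with two DNA probes labelled with fluorescein and Texas red; potency is read from the fitted curve at half-maximal effect; % of control where 0% means no effect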
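His-tagged ERG Ets domain (1 uM in the protein solution; 300mM KCl, 50mM Tris-HCl, 1mM EDTA, 1mM DTT, pH 7.5) received compound, then a probe mix of 5 nM fluorescein-DNA and 100nM Texas-615-DNA. Fluorescence polarization was read for both dyes.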
POLB inh: DNA polymerase beta (human) inhibition. P06746. Pol beta primer extension/strand displacement, fluorescence kinetic. Potency, µM (series often up to 114 µM), without a hit: at the top dose activity change, negative = inhibition, hits mostly inhibitors. 340,000 tested, 1.3% active. AID 485314; also: potency is read from the fitted curve at half-maximal effect; % is scaled to controls: 0 for no effect and ±100 for the full control effect
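Enzyme-only controls used 10 nM Pol beta; buffer lacking enzyme served as negative control. Compound preincubated 15 min, then 50 nM substrate added; 0 and 10 min reads at room temperature.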
ALOX12 inh: inhibitors of human 12S-lipoxygenase ALOX12; Potency, µM (doses to about 108 µM), without a hit: top-dose activity change, negative = inhibition, actives largely listed as inhibitors; P18054; 580,000 tested, 1.1% active; purified 12hLO, xylenol orange hydroperoxide absorbance; also: potency is read from the fitted curve at half-maximal effect; % is scaled to controls: 0 for no effect and ±100 for the full control effect
Target sequence (P18054 whole entry, looked up): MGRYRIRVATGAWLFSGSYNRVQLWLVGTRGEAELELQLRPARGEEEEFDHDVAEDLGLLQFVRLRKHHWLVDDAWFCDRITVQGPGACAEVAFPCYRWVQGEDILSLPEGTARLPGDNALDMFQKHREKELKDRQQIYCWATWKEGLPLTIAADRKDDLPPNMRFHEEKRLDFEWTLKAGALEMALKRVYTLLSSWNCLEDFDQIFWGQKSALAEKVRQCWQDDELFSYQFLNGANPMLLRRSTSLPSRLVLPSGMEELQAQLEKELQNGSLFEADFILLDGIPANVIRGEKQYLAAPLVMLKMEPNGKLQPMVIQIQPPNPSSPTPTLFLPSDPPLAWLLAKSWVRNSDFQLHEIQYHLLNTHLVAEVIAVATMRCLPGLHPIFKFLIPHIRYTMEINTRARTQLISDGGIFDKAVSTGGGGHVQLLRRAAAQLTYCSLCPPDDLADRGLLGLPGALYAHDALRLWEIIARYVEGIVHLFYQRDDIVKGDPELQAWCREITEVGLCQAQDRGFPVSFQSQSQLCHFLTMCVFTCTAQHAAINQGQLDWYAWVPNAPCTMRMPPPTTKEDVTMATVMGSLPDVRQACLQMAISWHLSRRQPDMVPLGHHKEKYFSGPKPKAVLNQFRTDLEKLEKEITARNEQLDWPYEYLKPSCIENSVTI
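Hydroperoxide product was detected by ferrous iron/xylenol orange as the 573 to 405 nm absorbance ratio. Arachidonic acid at 40 uM (final) was turned over for 30 min at room temperature by 150 nM human 12hLO, pH 7.0 Hepes buffer, after 15 min compound preincubation.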
* = called active by the depositor; i = inactive; ? = inconclusive; . = no result given; & = joins results of further samples; [ ] = remark or other dose. Unless noted, calls follow the shape of the dose curve; as a rule, active = well fitted curve in the direction sought with a large enough effect; inconclusive = small, poorly fitted or top-dose-only effect, or another doubt; inactive = no such curve, though single readings can be large; an effect the other way counts as inactive or inconclusive. A portion of the library; rates above refer to the full screens.

SMILES	Pol eta inh	RGS4 inhibitor	Pol kappa inh	Anesthetic bind	LDHA inh	APEX1 inh	ERG-DNA inh	POLB inh	ALOX12 inh
O=C(CN1C(=O)COc2ccc(S(=O)(=O)N3CCCCC3)cc21)NCc1ccc(F)cc1	-19%&-14%	20%[11.4 µM]	-3%	-11%&0%	0&-3	1%	0%&1%	0%&9%	?
COc1ccc(NC2CC(=O)NC2=O)cc1 (centres undefined)	-13%	-5%[11.4 µM]	0%	-3%	3	2%	-6%	6%	-25%
O=C(COc1ncnc2c(Cl)cc(Cl)cc12)NC1CCCCCC1	0%	24%	-13%	-5%	0	2%	-4%	12%	-23%
CCCCc1nn2c(=O)cc(COC(=O)c3ccccc3C)nc2s1	-3%	-12%	2%	-15%	-3	.	1%	-2%	-13%
Cc1ccc(N(C(C)C(=O)N2CCCC2)S(C)(=O)=O)cc1 (centres undefined)	-19%	7%	-4%	-1%	-1&-2	15%	3%	61%	?
COc1ccc(CCCC(=O)N/N=C/c2ccccc2OC)cc1	-6%	20%	-19%	?	1	-3%	-5%	-1%	4%
O=C(CSC1=NS(=O)(=O)c2cc(F)ccc2N1)Nc1ccccc1	-6%	9%	-7%	.	-11	21%	1%	.	-20%
Clc1cccc(CN2CCc3c([nH]c4ccccc34)C2)c1	-9%	-3%	-15%	-11%	-11	-6%	10%	-23%	i
CCN(Cc1ccccc1)C(=O)COC(=O)c1n[nH]c2ccccc12	-15%	18%	-3%	?	-1	1%	-1%	12%	-4%
CCn1c(CNC(=O)Cc2ccc(OC)cc2)nnc1SCC(=O)c1ccccc1	-24%	?	2%	-15%	-3	1%	-5%	26%	-25%
COc1ccc(NC(=O)Cc2noc3ccc(C)cc23)cc1Cl	-9%	-46%	-10%	?	-1	.	2%	-29%	-28%
CC(C)C[C@H]1CN=C(Nc2ccccc2)N1CC1CCCCCC1	-18%	7%	-9%	.	-5	-8%	-13%	.	-12%
Cc1ccc(CNC(=O)C2CC3Cn4c(nc5cc(C)c(C)cc54)C3N2C)o1 (centres undefined)	-8%	-27%	1%	-5%	4	11%	3%	1%	12%
CCOc1ccc(C2C(C(=O)c3ccco3)=C(O)C(=O)N2CCN2CCOCC2)cc1 (centres undefined)	-17%	17%	-8%	-14%	3	9%	6%	-2%	-26%
CCOc1ccc(NC(=O)CN(C)C(=O)C2CC(=O)N(c3cccc(SC)c3)C2)cc1OCC (centres undefined)	-2%	3%	0%	.	3	.	18%	.	4%
CCN(CC(=O)O)S(=O)(=O)c1cc(Cl)ccc1Cl	-12%	-12%	-6%	-9%	-4	-4%	2%	19%	384%[activator]
COc1ccc(C2N(S(=O)(=O)c3ccccc3)CCN2S(=O)(=O)c2ccc(C)cc2)cc1 (centres undefined)	-10%	-7%	-7%	70%[activator]	3	?	2%	-12%	25%
Cc1ccccc1OCCn1c(=N)n(C(C)C)c2ccccc21	-7%	-29%	-24%	-15%	-9	.	1%	-1%	5%
O=C(c1ccccc1)n1nc(-c2ccco2)nc1NCc1cccs1	-12%	3%	-13%	-4%	-3	.	0%	7%	0%
CC(NCCC1(Cc2ccccc2Cl)CCOC(C)(C)C1)c1cccs1 (centres undefined)	-13%	2%	3%	1%	-5	-2%	6%[15.4 µM]	0%	0%
CSc1ccccc1OCc1cc(C(=O)NCCc2nc(C)cc(C)n2)no1	-22%	13%	-1%	-19%	2	5%	10%	-5%	-15%
CCOC(=O)C1CCCN(C(=O)c2c(C)nn(-c3ccc(F)cc3)c2-n2cccc2)C1 (centres undefined)	-14%	3%	3%	-10%	1	.	-2%	2%	-25%
Cc1cccc(NC(=O)Cn2cc(C=O)c3ccccc32)c1	4%	24%	-3%	-4%	-3	62%[activator]	3%	18%	6%
CCCCn1c(N)c(N(CC(C)C)C(=O)C2CC(=O)N(c3ccccc3C(C)CC)C2)c(=O)[nH]c1=O (centres undefined)	-17%	-21%	-9%	.	-2	-3%	8%	.	?
CN(C)S(=O)(=O)c1cc(NC(=O)CN2CCN(c3ccccc3F)CC2)ccc1Cl	-15%	21%	0%	?	-10	-5%	4%	3%	36%[activator]
(next part)
SMILES	Pol eta inh	RGS4 inhibitor	Pol kappa inh	Anesthetic bind	LDHA inh	APEX1 inh	ERG-DNA inh	POLB inh	ALOX12 inh
O=C(NC1CC(=O)N(c2ccc(F)cc2)C1)C1CC1 (centres undefined)	-5%	7%	-9%[60.1 µM]	14%	-8	.	-6%	4%	-24%
COc1ccc(-n2c(C)nn(C)c2=O)cc1	-5%	-1%	-3%	-8%	1	-2%	-1%	2%	-5%
COCCCn1c(SCCc2ccccc2)nc2cc(OC)c(OC)cc2c1=N	-14%	14%	-7%	43%[activator]	-1	?	0%	13%	?
Cc1cc(C)n2nc(SCC(=O)Nc3ccccc3F)nc2n1	-20%	-11%	-1%	.	-2	7%	-1%[15.4 µM]	.	-2%
CN(Cc1cccnc1)Cc1cn(C)nc1-c1cccc(Cl)c1	-6%	-4%&3%	5%&11%	-3%	0&0	-4%	10%	30%	-8%
CC1CCCN(C(=O)CSc2nnc3ccccn23)C1 (centres undefined)	-18%	1%	-3%	.	-2	-11%	3%	.	163%[activator]
CC(C)Cn1c(C(C)C)nc([N+](=O)[O-])c1S(=O)(=O)c1ccc(F)cc1	-15%	-1%	-6%	?	6	1%	-2%	14%	-18%
CCOC(=O)c1cc(-c2ccc(OC)c(S(=O)(=O)N3CCN(c4ccccc4)CC3)c2)on1	-20%	-9%	5%	-6%	-4	.	1%	-5%	-13%
CCN(CC)CCNC(=O)c1c(O)c2cccc3c2n(c1=O)CCC3	-10%	11%	-10%	-11%	15	1%	-6%	9%	240%
Cc1ccc(Cn2cccc(NC(=O)c3ccco3)c2=O)cc1	-8%	-17%	-6%	-20%	-6	-1%	-5%	-2%	235%[activator][57.4 µM]
CCOc1ccc(NC(=O)CS(=O)(=O)Cc2nc(-c3ccc(C)cc3)oc2C)cc1	-15%	-7%	-11%	-10%	-6	.	-1%	12%	-5%
CCCCN(C)CCCNC(=O)CN1C(=O)CSc2ccc(S(=O)(=O)N3CCOCC3)cc21	-3%&-13%	-6%&6%	-12%	1%&-19%	-4&-3	5%	1%&3%	0%&11%	1%&0%
O=C(Nc1cccc(C(F)(F)F)c1)C(Sc1ncnc2ccccc12)c1ccccc1 (centres undefined)	-16%	?	0%	-18%	1	-1%	4%	?	-17%
O=C(CSc1ccccc1F)NC(=O)c1ccccc1Br	?	9%	-10%	.	-1	-5%	2%	.	-25%
O=C(Nc1ccccc1-c1nnn(CC(=O)N2CCOCC2)n1)c1ccc(F)cc1	8%	37%	-15%	-10%	-3	-7%	-2%	-14%	-2%
COC(=O)c1cc2occc2n1Cc1nc(-c2ccc(Cl)cc2)oc1C	-12%&-6%	?	8%&1%	-12%&-3%	-5&-2	-6%	2%&0%	5%&-22%	3%&-17%
COC(=O)CCN1CCN(S(=O)(=O)c2cccc(Br)c2)CC1	-12%	-1%	2%	-5%	-2	-3%	-6%	-1%	-5%
O=C1CN(C(=O)CSc2nc3ccccc3n2CCc2ccccc2)c2ccccc2N1	-12%	-32%	-3%	-6%	-2	?	-4%	-2%	0%
CCSc1nnc(NC(=O)CC)s1	-2%	18%	-9%	-4%	-10	-1%	10%	18%	17%
COc1ccc(-n2ncc3c2ncn2nc(Cc4ccccc4)nc32)cc1	.	14%	-5%	-2%	1	.	-1%	3%	0%
CCCN(C(=O)c1cccs1)c1c(N)n(Cc2ccccc2)c(=O)[nH]c1=O	2%	25%	5%	.	1	48%[activator]	-1%	.	-12%
Cc1nn(C)cc1CNC(=O)c1ccccc1Br	-10%	-9%	-5%	-5%	-2	0%	0%	-12%	5%
Cc1ccc(S(=O)(=O)CC(=O)N(C)C)cc1	-12%	23%	-14%	-6%	-7	4%	1%	13%	3%
Clc1ccc(OCc2cnc(Cl)s2)cc1	-18%	-49%	-3%	?	2	-4%	5%	25%	-7%
COc1ccc(/C=N/NC(=S)Nc2c(C)n(C)n(-c3ccccc3)c2=O)cc1OC	-13%	-26%	2%	-4%	-1	17%	-19%	23%	0%
COc1ccc(/C=C\c2onc(C)c2S(=O)(=O)N2CCC(C(=O)Nc3ccc(C)cc3C)CC2)cc1	-21%	8%	1%	-2%	1	.	0%	-3%	-2%
CSc1nc(C)cc(SCC(=O)Nc2ccc(Cl)cc2Cl)n1	-14%	-24%	-6%	-14%	-2	4%	-12%	-22%	6%
CCc1ccc(OCC(=O)NNC(=S)NC(=O)C2CC2)c(Br)c1	-10%	-43%	-11%	?	-3	12%	0%	17%	?

Some of the entries above, reformatted:
The line under a structure holds: Pol eta inh, RGS4 inhibitor, Pol kappa inh, Anesthetic bind, LDHA inh, APEX1 inh, ERG-DNA inh, POLB inh, ALOX12 inh
COC(=O)c1cc2occc2n1Cc1nc(-c2ccc(Cl)cc2)oc1C
→ -12%&-6%, ?, 8%&1%, -12%&-3%, -5&-2, -6%, 2%&0%, 5%&-22%, 3%&-17%
CSc1nc(C)cc(SCC(=O)Nc2ccc(Cl)cc2Cl)n1
→ -14%, -24%, -6%, -14%, -2, 4%, -12%, -22%, 6%
COCCCn1c(SCCc2ccccc2)nc2cc(OC)c(OC)cc2c1=N
→ -14%, 14%, -7%, 43%[activator], -1, ?, 0%, 13%, ?
CCN(CC)CCNC(=O)c1c(O)c2cccc3c2n(c1=O)CCC3
→ -10%, 11%, -10%, -11%, 15, 1%, -6%, 9%, 240%
